# From PubChem
# Mcl1-Noxa inh: Mcl-1/Noxa binding inhibitors, primary screen, biochemical, TR-FRET, 1536-well. TR-FRET Mcl-1/Noxa peptide binding, 2 h. hit rate 1.5% among 220,000. inhibition, % at 21.7 µM. Induced myeloid leukemia cell differentiation protein Mcl-1 (Homo sapiens), Q07820;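 active means compounds that cut the protein-peptide binding signal by more than 50% relative to plate controls in a single-dose test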;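 further: His-tagged Mcl-1 with rhodamine Noxa BH3 peptide and terbium anti-His antibody; 0% = Mcl-1 plus Noxa peptide wells and 100% = peptide-only wells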
# Target sequence (Q07820 whole entry, looked up): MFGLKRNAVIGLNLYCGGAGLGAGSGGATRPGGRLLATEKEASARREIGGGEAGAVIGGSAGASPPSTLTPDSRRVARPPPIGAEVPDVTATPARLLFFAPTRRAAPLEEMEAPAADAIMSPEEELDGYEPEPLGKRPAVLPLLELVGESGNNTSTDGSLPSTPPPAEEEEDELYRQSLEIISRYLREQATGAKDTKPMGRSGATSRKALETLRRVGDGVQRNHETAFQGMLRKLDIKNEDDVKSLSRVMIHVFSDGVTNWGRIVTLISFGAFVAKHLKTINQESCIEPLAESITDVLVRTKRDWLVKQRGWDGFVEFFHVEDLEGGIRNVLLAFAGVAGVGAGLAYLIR
# Rac1 act GTP bind: GTP binding modulators of activated mutant Rac1, primary screen, biochemical, bead-based flow cytometry, multiplex, fluorescent GTP; Ras-related C3 botulinum toxin substrate 1 (Homo sapiens), P63000; GST-Rac1 activated beads; actives lie on both sides; 100% means binding = to untreated wells; hit rate 0.11% among 190,000; percent activity (GTP binding), % at 10 µM;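 active means GTP binding at least 20 percentage points away from the 100% baseline, in either direction, so actives lie on both sides; inconclusive means Compound likely fluorescent itself, or too few beads counted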
# Pf gamet viab: late stage P. falciparum gametocyte viability inhibitors, primary screen, ATP luminescence, HTS. hit rate 0.065% among 150,000. P. falciparum stage V gametocytes, 24 h. inhibition, % at 10.9 µM;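 active means inhibition above the mean plus 3 SD of compounds within the control limits, set per campaign, cut at about 38% in these data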;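 further: 0% = DMSO wells and 100% = medium only without gametocytes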
# Cdc42 wt: modulators of GTP binding to wildtype Cdc42, primary screen, biochemical, multiplex bead flow cytometry, Bodipy-GTP. AID 761, 2007. Cell division control protein 42 homolog (Homo sapiens), P60953. GST-Cdc42 beads; actives lie on both sides. hit rate 0.2% among 190,000. percent activity (GTP binding), % at 10 µM;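 active means percent activity GTP binding at least 20 points away from the 100% baseline, either down as inhibitor or up as activator; inconclusive means compound flagged as likely green fluorescent from well-wide comparison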;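 further: median bead fluorescence of bound Bodipy-FL-GTP at 100 nM; 0% = excess unlabeled GTP control and 100% = no compound control; below 100% means less GTP binding so inhibitor and above means activator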
# Target sequence (P60953 whole entry, looked up): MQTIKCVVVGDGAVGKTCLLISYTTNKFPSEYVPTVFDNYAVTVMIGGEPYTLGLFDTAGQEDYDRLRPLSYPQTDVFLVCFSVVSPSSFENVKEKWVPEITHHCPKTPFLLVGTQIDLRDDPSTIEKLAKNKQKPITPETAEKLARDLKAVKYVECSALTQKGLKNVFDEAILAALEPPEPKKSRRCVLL
# Mcl1-Bid inh: Mcl-1/Bid binding inhibitors, primary screen, biochemical, TR-FRET, 1536-well. Induced myeloid leukemia cell differentiation protein Mcl-1 (Homo sapiens), Q07820. TR-FRET Mcl-1/Bid-Dy647 peptide binding. inhibition, % at 21.7 µM. hit rate 0.97% among 220,000. AID 1021, 2008;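 active means compounds that cut the binding signal by more than half at the single screening dose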;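 further: His-tagged Mcl-1 with europium anti-His antibody binding Bid BH3 peptide; 0% = Mcl-1 plus peptide wells and 100% = peptide-only wells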
# HRas wt GTP bind: modulators of GTP binding to HRas wildtype, primary screen, biochemical, bead-based flow cytometry, multiplex; hit rate 0.14% among 190,000; AID 759, 2007; GTP binding activity, % at 10 µM; GTPase HRas (Homo sapiens), P01112; GST-Ras wt beads, Bodipy-FL-GTP binding; actives lie on both sides;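 active means GTP binding activity at least 20% away from the 100% baseline, either lowered as inhibitor or raised as activator; inconclusive means flagged as likely green fluorescent, judged across all proteins in the well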;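 further: 0% = unlabeled GTP competition control and 100% = no-compound control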
# Target sequence (P01112 whole entry, looked up): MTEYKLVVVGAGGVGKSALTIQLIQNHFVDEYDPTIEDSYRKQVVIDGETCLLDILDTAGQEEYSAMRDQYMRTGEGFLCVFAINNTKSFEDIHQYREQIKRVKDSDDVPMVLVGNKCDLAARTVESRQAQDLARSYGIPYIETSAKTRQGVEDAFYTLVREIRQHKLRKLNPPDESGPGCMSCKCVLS
# Rab2A wt mod: modulators of GTP binding to Rab2A wildtype, primary screen, biochemical, dog, bead-based flow cytometry, multiplex; Ras-related protein Rab-2A (Canis lupus familiaris), P61105; GST-Rab2 wt beads, Bodipy-GTP binding; GTP binding activity, % at 10 µM; hit rate 0.19% among 190,000; AID 760, 2007;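 active means GTP binding activity at least 20 points away from 100%, either lowered or raised; inconclusive means signal likely due to the compound's own green fluorescence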;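 further: 0% = beads with excess unlabeled GTP and 100% = no-compound control corrected for plate trend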
# Rac1 wt GTP bind: wildtype Rac1 GTP binding modulators, primary screen, biochemical, GST-Rac1 beads, flow cytometry, multiplex. hit rate 0.27% among 190,000. Ras-related C3 botulinum toxin substrate 1 (Homo sapiens), P63000. fluorescent GTP binding; actives lie on both sides; 0 = cold GTP competed, 100 = untreated. GTP binding activity (% of control), % at 10 µM;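 active means GTP binding activity at least 20 points away from the 100% control level, either lower or higher; inconclusive means compound flagged as likely green fluorescent, judged across all proteins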
# Mcl-1 Bim block: inhibitors of Bim peptide binding to Mcl-1, primary screen, biochemical, bead-based flow cytometry, multiplex; Induced myeloid leukemia cell differentiation protein Mcl-1 (Homo sapiens), Q07820; Bim peptide-Mcl-1 binding; inhibition, % at 10 µM; hit rate 0.1% among 190,000; AID 1009, 2008; in the data active means inhibition above about 40%;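 further: 0% = no compound tracer wells and 100% = peptide blocker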
# Rab7 wt GTP bind: modulators of GTP binding to Rab7, primary screen, biochemical, wildtype, multiplex bead flow cytometry; GST-Rab7 beads, fluorescent GTP binding; actives lie on both sides; untreated = 100%, excess cold GTP = 0%; GTP binding activity (percent of control), % at 10 µM; hit rate 0.055% among 190,000; AID 758, 2007;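 active means fluorescent GTP binding to Rab7 beads changed by at least 20 points from the 100% baseline, either direction, mostly lower; inconclusive means compound itself probably fluorescent, or too few beads counted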;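 further: median green fluorescence of bound Bodipy-FL-GTP per Rab7 bead population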
# Avidin fluor: green autofluorescence of compounds with avidin beads – biophysical, 488/530 nm, flow cytometry, artefact control, profiling panel; hit rate 0.38% among 220,000; compound fluorescence 488/530 nm; hits give high values; fluorescence (KMESF) at 10 µM; AID 1775, 2009; in the data active means fluorescence above about 47; further: inactives centre near 10
# Numbers without * were called inactive; i = inactive; ? = inconclusive; . = no result given.
SMILES,Mcl1-Noxa inh,Rac1 act GTP bind,Pf gamet viab,Cdc42 wt,Mcl1-Bid inh,HRas wt GTP bind,Rab2A wt mod,Rac1 wt GTP bind,Mcl-1 Bim block,Rab7 wt GTP bind,Avidin fluor
Fc1ccc(CNc2ncnc3c2cnn3-c2ccccc2)cc1,17,94,-20,99,11,98,97,95,-5,95,14
CCCCCC(=O)Nc1ccc2oc(-c3cccnc3)nc2c1,-4,97,-3,102,0,102,100,104,0,106,8
C=CCN(C(=O)c1ccccn1)C(C(=O)NCc1ccccc1)c1ccccc1F (centres undefined),29,98,5,102,-10,102,105,99,-2,110,6
CCc1ccc(N(C2C=CS(=O)(=O)C2)S(=O)(=O)c2ccccc2)cc1 (centres undefined),2,100,6,101,-23,98,98,105,-10,99,14
O=C(NNC(=O)c1ccc(Cl)cc1Cl)Nc1ccccc1,3,99,.,100,-19,100,98,104,-1,101,2
Cn1nc([N+](=O)[O-])nc1Sc1ccc(Cl)cc1,1,98,-12,99,7,98,99,100,-4,97,9
Cc1ccc(Cn2ccc(=O)c(OCc3c(Cl)cccc3Cl)c2C)cc1,31,102,.,106,-14,106,106,104,-2,101,9
CCC1CCCCN1CCCNC(=O)c1ccc(CS(=O)(=O)Cc2ccccc2F)o1 (centres undefined),24,95,.,97,-9,95,97,96,-5,100,6
O=C(c1ccccc1Br)N1CCN(c2ccccc2)CC1,4,94,-2,101,-23,97,96,98,-2,98,4
CCOC(=O)C1(Cc2ccc(OC)cc2)CCN(C(=O)CN2CCN(CC)CC2)CC1,-11,96,4,98,-14,97,97,99,-3,96,3
O=C(NCCc1ccco1)c1nn(Cc2ccccc2)c(=O)c2ccccc12,8,96,.,98,-72,98,95,97,-2,93,27
O=c1oc2ccccc2c(N2CCCCC2)c1CN1CCCCC1,6,98,-4,101,-25,98,99,101,0,101,29
CC(C)NC(=O)NS(=O)(=O)c1cnccc1N1CCCCC1,5,97,6,96,-8,97,95,101,-3,98,22
O=C(CCC(=O)c1cccs1)OCc1nc2ccccc2s1,-13,97,-10,98,-32,97,95,98,-1,94,11
CS(=O)(=O)N1CCN(C(=O)c2cc(-c3cccs3)nc3ccccc23)CC1,1,99,-6,105,-2,107,105,104,-2,103,16
COc1ccc(NC(=S)N(CCN2CCOCC2)Cc2ccccc2F)cc1,17,95,3,96,-46,101,99,100,-1,108,19
COc1ccccc1C(=O)n1nc(-c2cccnc2)nc1N,31,97,.,95,1,97,99,100,-2,103,6
COc1cc2c(cc1OC)C1=C(C#N)CCC(=NC(=O)c3ccc(Cl)cc3)N1CC2,0,97,.,100,-8,100,98,99,-3,98,36
Cc1cc(=O)[nH]c(/N=C(\N)Nc2ccc3c(c2)OCCO3)n1,-14,97,.,97,-23,99,97,98,5,102,14
CCCOCC1CC2(CC(C)(c3csc(N)n3)OC2=O)C(=O)O1 (centres undefined),3,102,12,100,-12,102,99,104,-3,99,5
Cc1ccc(-c2cc(-c3n[nH]c(=S)o3)c3ccccc3n2)cc1,47,83,16,86,-82,85,81,82,4,91,15
c1ccc2c(c1)ncn2-c1ncnc2sc3c(c12)CCCC3,7,99,11,102,8,102,101,102,4,101,13
O=C(c1cccs1)N(Cc1ccco1)c1nc(-c2ccc(F)cc2)cs1,-1,100,.,101,-2,104,100,104,1,103,5
O=C(CSc1ccc2ccccc2c1)Nc1ccncc1,6,101,.,105,4,102,103,106,3,99,12
Cc1cccc(N2CCN(S(=O)(=O)c3ccc4c(c3)CCN4C(=O)CCC(=O)O)CC2)c1C,-2,98,.,100,5,98,98,101,0,97,32
COc1ccc(CN2CCNC(=O)C2CC(=O)NCCCn2cccn2)c(OC)c1 (centres undefined),7,95,5,98,-21,99,99,100,-3,106,2
CC(=O)c1cc(NC(=O)c2ccccc2)c(=O)oc1/C=C/N(C)C,-18,97,-16,99,-106,100,98,97,0,94,36
COc1ccccc1N1CCN(C(=O)CN(Cc2ccc(Cl)cc2)S(C)(=O)=O)CC1,-2,101,13,103,-33,101,101,108,-2,100,26
Cc1nn(CC(=O)Nc2ccc3c(c2)oc2ccccc23)c(=O)c2ccccc12,-238,102,.,105,39,105,103,103,-5,103,33
COc1ccccc1Nc1nnc(C)c(=O)[nH]1,9,99,-19,102,-16,104,104,108,-1,104,10
CCc1ccc(-c2nc(C)c(CCO)c(=O)[nH]2)cc1,4,95,-17,97,-44,98,97,98,0,100,6
CN(C)c1ccc(/C=C(\C#N)c2ccccn2)cc1,15,99,11,101,-26,100,98,102,0,102,2
CCCN(CCC)S(=O)(=O)c1ccc(C(=O)Nc2nnc(COC)o2)cc1,-35,87,-3,87,-46,91,91,87,-5,93,7
Cc1cccc(NC(=S)N2CCCCCC2)c1,-1,97,-11,95,-72,95,95,100,0,93,14
Cc1nnc(SCc2ccccc2F)n1NCc1cccs1,-1,100,8,101,-10,101,102,106,-4,101,23
COc1ccccc1/C=N/NC(=O)c1cccc(OC(F)(F)C(F)F)c1,7,100,-18,93,0,97,96,100,-5,95,10
CSc1ccc(/C=N/NC(=O)CNc2ccc3ccccc3c2)cc1,-28,96,-19,97,-26,97,97,100,-6,99,5
N#Cc1cccc(C(c2nnnn2C2CCCC2)N2CCC(Cc3ccccc3)CC2)c1 (centres undefined),-13,99,-3,102,-2,101,101,106,-3,97,24
COc1ccccc1NS(=O)(=O)c1ccc(N/N=C/C=C/c2ccccc2[N+](=O)[O-])c([N+](=O)[O-])c1,13,95,-2,97,-11,96,98,95,1,100,8
NC1=NC(=O)C(CC(=O)Nc2ccc3c(c2)OCO3)S1 (centres undefined),10,99,.,97,-49,102,97,101,0,106,12
COc1ccc(OCc2nnc(SCC(=O)O)n2N)cc1,15,100,.,105,9,103,103,100,-1,101,7
CCOc1ccc(NC(=O)CSc2ncnc3c2sc2ccccc23)cc1,i,99,-1,99,-62,100,99,103,-5,103,5
CCS(=O)(=O)c1ccc2oc(SCC(=O)NCc3ccccc3)nc2c1,4,95,13,105,-33,101,104,101,1,100,11
COc1ccc(CCNC(=O)COC(=O)COc2ccc(Cl)cc2)cc1OC,3,100,-5,100,-4,96,98,100,2,97,21
O=S(=O)(c1ccc(Cl)cc1)N1CCC(O)(CN2CCN(Cc3ccccc3)CC2)CC1,8,95,29,101,-10,96,99,96,-10,94,9
Cc1cccc(C)c1-n1nnnc1S(=O)(=O)Cc1ccccc1Cl,1,95,.,96,-42,99,95,106,-1,99,3
Cc1nc2c(cc(Oc3ccc(S(=O)(=O)N4CCOCC4)cn3)c3ccsc32)s1,0,98,16,96,13,104,102,111,-5,103,12
c1csc(CN2CCN(Cc3cccs3)C2c2cccs2)c1,10,97,-2,101,-36,101,99,100,-2,98,10
O=C(CSc1nc2cc(Cl)ccc2s1)N1CCN(C(=O)c2ccco2)CC1,23,97,.,99,-12,101,99,101,-2,99,11
COC(=O)N/N=C/c1ccc(OCCSc2ccc(Cl)cc2)c(OC)c1,-2,98,0,100,-25,97,97,104,-101,100,4
CCN(C(=O)c1cccc(F)c1)c1ccccc1C,-4,102,-72,105,-23,102,99,108,0,101,21
CCCOc1ccc(/C=N/NC(=S)Nc2ccccc2[N+](=O)[O-])c(O)c1,-35,99,2,105,-49,100,99,108,-6,97,22
CN(c1cccc(NC(=O)CSc2ccc(Cl)cc2)c1)S(C)(=O)=O,12,98,.,99,-11,100,103,103,-1,104,9
Cc1cc2c(C)nc(Cc3ccccc3)nc2o1,1,96,-4,99,0,99,101,106,-5,103,16
COc1ccccc1CNC(=O)c1ccc2c(=O)n(CCCN3CCCC3=O)c(=S)[nH]c2c1,24,96,10,98,-39,97,96,104,-2,95,8
Cc1ccc(C)c(NC(=O)Cn2nnc(C(=O)NCc3cccs3)c2N)c1,-41,101,.,101,-8,101,100,100,-4,101,35
O=C(O)c1n[nH]nc1-c1ccccc1,32,98,-26,99,-7,98,99,103,1,98,10
CCOC(=O)C1CCCN(C(=S)Nc2cccc(Cl)c2C)C1 (centres undefined),15,101,-13,98,-45,100,99,101,-1,96,12
CNS(=O)(=O)c1ccc(NC(=O)Nc2cccc(F)c2)cc1,9,98,-17,96,-29,95,95,99,-1,94,10
COCCCNC(=S)NNC(=O)c1csc2ccccc12,13,99,-16,101,-33,100,101,100,-7,104,6
# Next results:
SMILES,Mcl1-Noxa inh,Rac1 act GTP bind,Pf gamet viab,Cdc42 wt,Mcl1-Bid inh,HRas wt GTP bind,Rab2A wt mod,Rac1 wt GTP bind,Mcl-1 Bim block,Rab7 wt GTP bind,Avidin fluor
CCCCn1c(SCn2nnc3ccccc3c2=O)nc2cc(S(N)(=O)=O)ccc21,15,98,.,100,-8,99,96,100,1,93,9
CCOC(=O)c1cnc(-c2ccccc2O)nc1Cl,32,96,5,97,-25,99,95,98,-3,103,6
CCCCOc1ccc(CC(=O)NCC(=O)O)cc1,9,100,18,105,-4,104,100,106,-4,104,13
CCC(CC)C(=O)OCC(=O)Nc1cc(OC)c([N+](=O)[O-])cc1C,-4,100,3,99,-6,100,96,100,-1,102,2
CC(=O)Nc1ccc(OCc2cccc([N+](=O)[O-])c2)cc1,-1,95,-18,94,-16,95,96,96,3,96,9
Cc1ccc(S(=O)(=O)N2CCC(C(=O)NCc3ccncc3)CC2)cc1,-14,103,.,104,-16,100,101,108,-2,94,7
CN(C)c1ccc(/C=C/c2ccc3c4ccccc4ccc3[n+]2-c2ccccc2)cc1,84*,100,-14,98,-61,97,101,102,0,?,9
Cc1cccc(NC(c2ccc(C)s2)c2ccc3ccc(C)nc3c2O)n1 (centres undefined),67*,98,-1,99,7,98,98,101,-4,102,9
Cc1cc[n+](-c2nc3ccccc3nc2[N-]S(=O)(=O)c2ccccc2)cc1,13,97,9,102,-4,100,99,103,-1,100,22
NC(=O)COC(=O)c1ccccc1Nc1ccc(SC(F)F)cc1,2,101,.,95,-9,101,101,101,-2,103,16
O=C(c1cccs1)N1CCC(c2ccccc2)C1 (centres undefined),-1,99,5,102,6,100,101,105,-2,99,16
